Screening results (PubChem)
West Nile antiviral – West Nile virus antiviral activity, cell-based, CPE readout (AID 1621). CPE inhibition, % at 10 µM; hits with a dose series show IC50 in µM. actives 0.02% (n = 290,000). West Nile virus-infected cells, CPE inhibition; higher % means a stronger effect; in the data active = a potency from the dose series; inconclusive = CPE inhibition mostly from about 3.7% at the one dose, without a potency; inactive = the rest, 99 in 100 with CPE inhibition below about 2.2%; note: strong numbers were not always called active
Salmonella PhoP GFP – PhoP-dependent GFP reporter repression – Salmonella Typhimurium, primary screen (AID 1863) | S. Typhimurium PhoP-regulated promoter GFP reporter, 4 h; higher % means a stronger effect | inhibition, % at 50 µM, or IC50 in µM where a hit was titrated | actives 0.16% (n = 300,000);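 active = inhibition over 29.93%, a cutoff 3 SD above the screen mean, later confirmed by dose response; inconclusive = inhibition over 29.93% but no dose response follow-up; inactive = inhibition at most 29.93% or unconfirmed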;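 note: 0% = low Mg2+ inducing control and 100% = high Mg2+ repressing control; strong numbers were not always called active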
T cell modulator – T cell immune modulators affecting CD8 T cell-vesicle binding. AID 2052. calls only at 7 µM. actives 0.068% (n = 330,000). 2C CD8+ T cell-vesicle binding, flow cytometry; hits give low values;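 active = response, share of CD8 T cells binding vesicles, and their 90th percentile fluorescence all below set limits, cut at about 80% in these data, passing the limit was not always enough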
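incubation = binding step 1.5 h, 37 °C, antibody labelling 20 min, ice | test system = 2C mouse CD8+ T cells | read-out basis = percent CD8+ FL2 mean versus row control | controls = Peptide-free naked vesicles (low) and QL9 vesicles with 0.7% DMSO vehicle (high) | detection = flow cytometry of vesicle-bound cells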
WT yeast gro inh – growth inhibition of WT yeast, mitochondrial fusion screen; mitochondrial fusion phenotypic screen, WT strain; inhibition, % at 10 µM; actives 2.1% (n = 190,000); in the data active = inhibition above about 58%; tested in S. cerevisiae
Myeloid diff MLP – myeloid differentiation induction; ER-HoxA9 myeloid progenitors, lysozyme-GFP differentiation, flow cytometry; calls only at 10 µM; actives 1% (n = 360,000);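 active = normalized GFP-positive differentiation at or above the plate's own cutoff, the solvent-only control mean plus 3 SD; inconclusive = no clear call, values can overlap the other calls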;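 note: cells exposed to compound for four days before flow analysis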
b-catenin transl – beta-catenin nuclear translocation modulation; HeLa beta-catenin nuclear translocation, immunofluorescence imaging; actives 0.3% (n = 190,000); nuclear translocation activity, % at 5 µM;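 active = nuclear translocation activity above 50% at 5 µM, with a well cell count of 50 or more; inconclusive = wells under 50 cells across six images, flagged as toxic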;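 note: per-cell ratio of nuclear to cytoplasmic median beta-catenin stain intensity; plate controls were DMSO negative control for no effect and GSK-3 inhibitor IX positive control for full effect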
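Test system: HeLa cells, endogenous beta-catenin; Compound: single 5 µM dose plus 0.02–20 µM confirmation series; Times: compound exposure 24 h at 37°C; Signal: fluorescence imaging of beta-catenin antibody stain plus DAPI; Read-out: % activation, nuclear-to-cytoplasmic median beta-catenin signal ratio per cell.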
RSV CPE inhibition – RSV antiviral activity via CPE protection, HEp-2 cells, primary 10 µM value included (AID 2391) | HEp-2 cells, RSV-induced CPE inhibition; higher % means a stronger effect | one-dose CPE inhibition, % at 10 µM; IC50 in µM for titrated hits | actives 0.13% (n = 310,000); in the data active = a potency from the dose series; inconclusive = CPE inhibition mostly from about 23% at the one dose, without a potency; inactive = the rest, 99 in 100 with CPE inhibition below about 21%; note: strong numbers were not always called active
Large T inhibition – TAg ATPase/helicase activity blockers – biochemical (AID 1903); SV40 large T antigen ATPase/helicase inhibition assay; higher % means a stronger effect; one-dose inhibition, % at 20 µM; IC50 in µM for titrated hits; actives 0.39% (n = 310,000); in the data active = a potency from the dose series; inconclusive = inhibition mostly from about 32% at the one dose, without a potency; inactive = the rest, 99 in 100 with inhibition below about 32%; note: strong numbers were not always called active
Rac1 GTP hydrolysis – MgcRacGAP GTPase-activating activity inhibitors, confirmation, biochemical, ADP Hunter fluorescence; MgcRacGAP-stimulated Rac1 GTP hydrolysis, ADP Hunter fluorescence; higher % means a stronger effect; GST-tagged Rac1 F28L mutant substrate; inhibition, % at 30 µM; hits with a dose series show IC50 in µM; actives 0.6% (n = 340,000);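 active = first-screen hits whose inhibition reached a set limit at any dose in the follow-up dose series; inconclusive = inhibition above the set first-screen limit but never retested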;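 note: fluorescence reports GDP produced by GAP-driven GTP hydrolysis; strong numbers were not always called active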
WT yeast gro inh mutant strain – second read-out of WT yeast gro inh, no call of its own (marks repeat the call); inhibition, %; mitochondrial fusion phenotypic screen, mutant strain inhibition
b-catenin transl cell count 5 µM – further read-out of b-catenin transl, marked with its call; cell count; measured here: cell count, cytotoxicity flag
T cell modulator vesicle-bound % – further read-out of T cell modulator, marked with its call; double positive events, %; measured here: CD8+ vesicle-bound cell fraction;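 binding gate set so that unloaded-vesicle control wells show 10% double positive cells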
Myeloid diff MLP GFP+ MAC1+ % – second read-out of Myeloid diff MLP, no call of its own (marks repeat the call); GFP+ MAC1+ double positive, %; measured here: differentiation confirmed by MAC1 staining
* hit, by the source's call.

For CCC/C(=N/NC(=O)c1ccc2c(c1)OCO2)c1cccs1 the results were West Nile antiviral 0.2%, Salmonella PhoP GFP -13.4%, T cell modulator inactive, WT yeast gro inh -7.0, Myeloid diff MLP inactive, RSV CPE inhibition 1.5%, Large T inhibition 5.0%, Rac1 GTP hydrolysis 3.2%, WT yeast gro inh mutant strain 7.1, T cell modulator vesicle-bound % 20.4 and Myeloid diff MLP GFP+ MAC1+ % 1.3.
CC1CCCC(C)N1CC(O)COCc1ccccc1 (stereo unspecified) was read as West Nile antiviral -0.8%, Salmonella PhoP GFP 7.2%, T cell modulator inactive, Myeloid diff MLP inactive, RSV CPE inhibition 0.7%, Large T inhibition 1.8%, Rac1 GTP hydrolysis -0.9%, T cell modulator vesicle-bound % 14.7 and Myeloid diff MLP GFP+ MAC1+ % 0.2.
For Cc1ccc(-n2nc(C)c(NC(=O)COC(=O)c3ccccc3NCCO)c2C)cc1 the results were Salmonella PhoP GFP -6.2%, T cell modulator inactive, Myeloid diff MLP inactive, RSV CPE inhibition 0.7%, Large T inhibition 11.1%, Rac1 GTP hydrolysis 3.8%, T cell modulator vesicle-bound % 24.5 and Myeloid diff MLP GFP+ MAC1+ % 0.2.
CC(NC(=O)CN(C)CC(=O)Nc1ccc(Cl)c(C(F)(F)F)c1)c1ccccc1 (stereo unspecified) was read as Salmonella PhoP GFP 9.7%, T cell modulator inactive, Myeloid diff MLP inactive, RSV CPE inhibition 15.8%, Large T inhibition 12.5%, Rac1 GTP hydrolysis 3.8%, T cell modulator vesicle-bound % 32.4 and Myeloid diff MLP GFP+ MAC1+ % 1.5.
For COc1ccccc1C(=O)NCC(=O)OCc1ccc(Br)cc1 the results were West Nile antiviral 0.3%, Salmonella PhoP GFP 2.4%, T cell modulator inactive, WT yeast gro inh -1.9, Myeloid diff MLP inactive, b-catenin transl 2.3, RSV CPE inhibition 1.2%, Large T inhibition -0.6%, Rac1 GTP hydrolysis 3.5%, WT yeast gro inh mutant strain -10.0, b-catenin transl cell count 5 µM 1132, T cell modulator vesicle-bound % 42.4 and Myeloid diff MLP GFP+ MAC1+ % 0.4.
Screening COc1ccccc1N1CCN(CC(=O)NC(=O)NCc2ccco2)CC1 returned West Nile antiviral -0.3%, Salmonella PhoP GFP 7.0%, T cell modulator inactive, WT yeast gro inh 0.4, Myeloid diff MLP inactive, b-catenin transl -0.7, RSV CPE inhibition 2.5%, Large T inhibition 11.5%, Rac1 GTP hydrolysis 8.9%, WT yeast gro inh mutant strain -9.4, b-catenin transl cell count 5 µM 1026, T cell modulator vesicle-bound % 3.5 and Myeloid diff MLP GFP+ MAC1+ % 1.7.
COc1ccc(NC(=O)Cn2nc(C)c3ccccc3c2=O)cc1 was read as West Nile antiviral -0.5%, Salmonella PhoP GFP -6.7%, T cell modulator inactive, Myeloid diff MLP inactive, RSV CPE inhibition 1.9%, Large T inhibition 16.8%, Rac1 GTP hydrolysis 18.5%, T cell modulator vesicle-bound % 50.1 and Myeloid diff MLP GFP+ MAC1+ % 0.5.
`CC(C)CN(C(=O)c1ccc(F)cc1F)c1c(N)n(CC(C)C)c(=O)[nH]c1=O` gave West Nile antiviral -0.1%, Salmonella PhoP GFP 8.2%, T cell modulator inactive, Myeloid diff MLP inactive, RSV CPE inhibition -0.4%, Large T inhibition -0.1%, Rac1 GTP hydrolysis 1.2%, T cell modulator vesicle-bound % 23.8 and Myeloid diff MLP GFP+ MAC1+ % 1.0.
`O=C1N/C(=N/S(=O)(=O)Cc2ccccc2)S/C1=C/c1ccc2c(c1)OCO2` gave West Nile antiviral 0.5%, Salmonella PhoP GFP -8.9%, T cell modulator inactive, Myeloid diff MLP inactive, b-catenin transl -0.4, RSV CPE inhibition 2.0%, Large T inhibition 22.1%, Rac1 GTP hydrolysis 7.7%, b-catenin transl cell count 5 µM 1279, T cell modulator vesicle-bound % 60.8 and Myeloid diff MLP GFP+ MAC1+ % 0.2.
CSc1ccc(NC(=O)N2CCN(c3nc4ccccc4s3)CC2)cc1 was read as West Nile antiviral -1.5%, Salmonella PhoP GFP -0.3%, T cell modulator inactive, WT yeast gro inh -7.3, Myeloid diff MLP inactive, b-catenin transl 2.6, RSV CPE inhibition 19.6%, Large T inhibition 0.4%, Rac1 GTP hydrolysis 9.7%, WT yeast gro inh mutant strain -19.8, b-catenin transl cell count 5 µM 1037, T cell modulator vesicle-bound % 46.1 and Myeloid diff MLP GFP+ MAC1+ % 0.6.
`CC(C)OC(=O)c1cccc2c1C(=O)c1ccccc1-2` gave West Nile antiviral 0.7%, Salmonella PhoP GFP -10.9%, T cell modulator inactive, Myeloid diff MLP inactive, b-catenin transl -2.0, RSV CPE inhibition 6.3%, Large T inhibition 2.5%, Rac1 GTP hydrolysis 2.2%, b-catenin transl cell count 5 µM 1387, T cell modulator vesicle-bound % 27.2 and Myeloid diff MLP GFP+ MAC1+ % 0.4.
Screening CN(C)c1cccc(C(=O)n2cc(C(=O)c3cc(F)ccc3O)cn2)c1 returned West Nile antiviral 0.0%, Salmonella PhoP GFP 3.1%, T cell modulator inactive, WT yeast gro inh -2.1, Myeloid diff MLP inactive, b-catenin transl 1.6, RSV CPE inhibition 3.2%, Large T inhibition 11.3%, Rac1 GTP hydrolysis 16.6%, WT yeast gro inh mutant strain 15.1, b-catenin transl cell count 5 µM 872, T cell modulator vesicle-bound % 41.6 and Myeloid diff MLP GFP+ MAC1+ % 1.1.
For CCC(C)N=C1CC(C)(C)CC(=O)/C1=C(/O)Cc1ccccc1 (stereo unspecified) the results were West Nile antiviral -1.0%, Salmonella PhoP GFP -7.1%, T cell modulator inactive, WT yeast gro inh -9.3, Myeloid diff MLP inactive, RSV CPE inhibition 0.2%, Large T inhibition 10.7%, Rac1 GTP hydrolysis -3.6%, WT yeast gro inh mutant strain -22.0, T cell modulator vesicle-bound % 61.3 and Myeloid diff MLP GFP+ MAC1+ % 0.6.
COc1ccc(OCc2cc(C(=O)NC3CCOCC3)no2)c2ccccc12 was read as West Nile antiviral -0.4%, Salmonella PhoP GFP -5.5%, T cell modulator inactive, Myeloid diff MLP inactive, RSV CPE inhibition 6.0%, Large T inhibition 12.0%, Rac1 GTP hydrolysis -28.0%, T cell modulator vesicle-bound % 30.9 and Myeloid diff MLP GFP+ MAC1+ % 4.7.
`COc1ccc(CNC(=O)C2CCN(S(=O)(=O)N3CCCCC3)CC2)c(OC)c1` gave West Nile antiviral 0.0%, Salmonella PhoP GFP -11.5%, T cell modulator inactive, Myeloid diff MLP inactive, RSV CPE inhibition 3.2%, Large T inhibition 19.7%, Rac1 GTP hydrolysis 8.0%, T cell modulator vesicle-bound % 33.9 and Myeloid diff MLP GFP+ MAC1+ % 0.9.
`COc1ccc(CCN2C(=O)CS/C2=N/NC(=O)c2ccccc2F)cc1OC` gave West Nile antiviral -0.8%, Salmonella PhoP GFP -9.0%, T cell modulator inactive, WT yeast gro inh 2.7, Myeloid diff MLP inactive, b-catenin transl -0.2, RSV CPE inhibition -0.1%, Large T inhibition -1.4%, Rac1 GTP hydrolysis 14.0%, WT yeast gro inh mutant strain -13.6, b-catenin transl cell count 5 µM 965, T cell modulator vesicle-bound % 37.4 and Myeloid diff MLP GFP+ MAC1+ % 0.3.
CC(=O)N1CCN(C(=O)c2ccc(C(=O)c3ccccc3)cc2)CC1 was read as West Nile antiviral -1.0%, Salmonella PhoP GFP 0.2%, T cell modulator inactive, Myeloid diff MLP inactive, RSV CPE inhibition 2.5%, Large T inhibition 9.1%, Rac1 GTP hydrolysis 8.7%, T cell modulator vesicle-bound % 6.1 and Myeloid diff MLP GFP+ MAC1+ % 0.1.
For CCOc1ccc(S(=O)(=O)N(CC)CC(=O)NCc2ccco2)cc1C the results were West Nile antiviral -0.7%, Salmonella PhoP GFP 0.6%, T cell modulator inactive, Myeloid diff MLP inconclusive, RSV CPE inhibition 5.3%, Large T inhibition 3.7%, Rac1 GTP hydrolysis 2.3% and T cell modulator vesicle-bound % 17.5.
For CCOc1cc(CNc2ncc(-c3ccc(OC)cc3)n2C)ccc1O the results were West Nile antiviral -0.2%, Salmonella PhoP GFP -4.1%, T cell modulator inactive, WT yeast gro inh -2.2, Myeloid diff MLP inactive, b-catenin transl 1.3, RSV CPE inhibition 2.1%, Large T inhibition 13.8%, Rac1 GTP hydrolysis inconclusive, WT yeast gro inh mutant strain 1.8, b-catenin transl cell count 5 µM 1178, T cell modulator vesicle-bound % 45.8 and Myeloid diff MLP GFP+ MAC1+ % 1.0.
`COc1ccccc1C(=O)NCCC(=O)NC(C)c1ccc(-n2ccnc2)cc1` (stereo unspecified) gave Salmonella PhoP GFP 9.9%, T cell modulator inactive, Myeloid diff MLP inactive, RSV CPE inhibition 4.4%, Large T inhibition 9.3%, Rac1 GTP hydrolysis -6.1%, T cell modulator vesicle-bound % 30.5 and Myeloid diff MLP GFP+ MAC1+ % 0.6.
For CCNS(=O)(=O)c1cc(Br)ccc1OC the results were West Nile antiviral 0.5%, Salmonella PhoP GFP 16.4%, T cell modulator inactive, WT yeast gro inh -1.6, Myeloid diff MLP inactive, RSV CPE inhibition 0.8%, Large T inhibition 6.3%, Rac1 GTP hydrolysis 3.0%, WT yeast gro inh mutant strain 5.9, T cell modulator vesicle-bound % 59.8 and Myeloid diff MLP GFP+ MAC1+ % 1.6.
`O=C(CSc1nc2ccccc2[nH]1)NCC1CCCO1` (stereo unspecified) gave West Nile antiviral -0.5%, Salmonella PhoP GFP -0.5%, T cell modulator inactive, WT yeast gro inh -17.3, Myeloid diff MLP inactive, b-catenin transl -0.6, RSV CPE inhibition 0.5%, Large T inhibition 15.5%, Rac1 GTP hydrolysis 9.6%, WT yeast gro inh mutant strain -2.9, b-catenin transl cell count 5 µM 1118, T cell modulator vesicle-bound % 52.7 and Myeloid diff MLP GFP+ MAC1+ % 0.4.
For CCOC(=O)c1c(O)c2cccc3c2n(c1=O)CC3 the results were West Nile antiviral -0.1%, Salmonella PhoP GFP 0.8%, T cell modulator inactive, Myeloid diff MLP inactive, b-catenin transl 0.5, RSV CPE inhibition 0.7%, Large T inhibition 4.5%, Rac1 GTP hydrolysis 8.1%, b-catenin transl cell count 5 µM 1270, T cell modulator vesicle-bound % 33.4 and Myeloid diff MLP GFP+ MAC1+ % 1.0.
